NR2E3 ag-1: NR2E3 (human) agonism | AID 2300 | hit rate 0.12% among 320,000 | GST-NR2E3/biotin-RetCOR TR-FRET, 1536-well | inhibition of corepressor binding, % at 4.78 µM | Q9Y5X4;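 active means percent inhibition above the cutoff of mean plus 3 SD of all tested compounds, set per screening campaign, cut at about 20% in these data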;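 further: 0% = DMSO wells and 100% = biotin wells as full block of FRET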
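System: GST-NR2E3 and biotin-RetCOR proteins; probe or stimulus: 7 nM biotin-RetCOR; doses: compound at 4.8 µM, single dose; schedule: Compound–protein incubation for 5 h at 4 °C; detection: time-resolved FRET; read-out: percent inhibition; controls: biotin wells as high control, 0.6% DMSO wells as low control; format: 1536-well plates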
NR2E3 ag-2: agonists of human NR2E3 nuclear receptor. Q9Y5X4. CHO-S Gal4-NCOR/VP16-NR2E3 two-hybrid, luciferase. inhibition of corepressor binding, % at 3.98 µM. hit rate 0.35% among 360,000. AID 602229;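 active means inhibition above the mean of all tested compounds plus 3 SD, cut at about 70% in these data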;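 further: 0% = DMSO with NR2E3 transfected cells and 100% = cells lacking NR2E3 construct; higher means lower luciferase signal from less NR2E3 corepressor binding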
aDG glyco up: alpha-DG glycosylation activation | AID 624168 | Pro5-aDG cells, alpha-DG glycosylation AlphaScreen (IIH6); 0% Pro5, 100% B10-LARGE cell signal | hit rate 0.22% among 360,000 | activation, % at 10 µM;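 active means activation of at least 8% versus controls, or a plate z-score of at least 8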;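 further: Pro5 are CHO cells carrying HIG-tagged alpha-DG that lacks glycosylation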
CaV13 FRET inh: Disruptors of the CACNA1D IQ motif to Ca2+-dependent inactivation inhibitor domain association, primary screening, Förster resonance energy transfer in intact living … | HEK cells, CFP/YFP FRET ICDI-IQ, plate reader, 10 min; percent FRET-ratio fall versus neutral wells | inhibition, % at 12.3 µM | hit rate 0.098% among 340,000;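 active means mean replicate inhibition of at least 30% and at least 1% of replicates passing that level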;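 further: 0% = median of the neutral control wells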
Peg3 promoter: inhibitors of Peg3 promoter; inhibition, % at 20 µM; HeLa PEG-Prom luciferase reporter, luminescence, overnight; hit rate 1.7% among 360,000; AID 588405;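 active means inhibition of at least 50% at 20 µM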
Granule exo inh: blocks lytic granule exocytosis | inhibition, % at 10 µM | hit rate 0.66% among 360,000 | TALL-104 LAMP-1 surface exposure, flow cytometry; cells stimulated with thapsigargin and PMA | AID 651702;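 active means inhibition above about 55%, limit read from the data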
iPSC survival up: increases survival of single human iPS cells. hiPSC single-cell survival, ATPlite luminescence; 100% = ROCK inhibitor wells, 0% = DMSO. survival enhancement, % at 20 µM. hit rate 0.044% among 360,000; in the data active means survival enhancement above about 18%;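 further: cells exposed to compounds for 16 hours before the ATP read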
Vif inh: HIV Vif inhibition. inhibition, % at 7.49 µM. AID 602346. hit rate 0.35% among 340,000. HEK293T cells, Vif self-association by quenched fluorescence, imaging, 24 h; in the data active means inhibition above about 50%, passing the limit was not always enough; further: some results filed as inactive read as strong as hits
PDI turbidity: blocks human protein disulfide isomerase activity. P07237. PDI insulin aggregation turbidity, A650, 90 min. inhibition, % at 10 µM. hit rate 0.052% among 350,000. AID 588391;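 active means mean inhibition across replicates of 30% or more, whatever share of single replicates reach that level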;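 further: absorbance from insulin aggregation driven by PDI reduction with DTT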
Target sequence (P07237 whole entry, looked up): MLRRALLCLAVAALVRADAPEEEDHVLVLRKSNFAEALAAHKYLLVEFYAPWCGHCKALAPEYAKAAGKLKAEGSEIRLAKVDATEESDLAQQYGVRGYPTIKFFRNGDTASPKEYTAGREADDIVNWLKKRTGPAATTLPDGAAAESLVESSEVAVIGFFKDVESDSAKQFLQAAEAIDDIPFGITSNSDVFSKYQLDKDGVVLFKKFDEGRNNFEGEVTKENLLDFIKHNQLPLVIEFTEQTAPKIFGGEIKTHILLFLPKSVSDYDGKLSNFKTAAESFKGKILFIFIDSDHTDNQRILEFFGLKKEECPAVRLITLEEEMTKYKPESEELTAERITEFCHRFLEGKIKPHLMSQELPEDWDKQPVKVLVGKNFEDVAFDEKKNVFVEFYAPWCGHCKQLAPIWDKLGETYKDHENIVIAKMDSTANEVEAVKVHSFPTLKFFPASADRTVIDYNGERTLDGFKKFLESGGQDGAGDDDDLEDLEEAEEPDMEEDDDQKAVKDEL
HIF-2a inh: inhibitors of HIF-2a; 786-0 RCC cells HIF-2a reporter, luciferase luminescence, overnight; inhibition, % at 18.8 µM; hit rate 0.72% among 360,000; AID 624352;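 active means inhibition of the luminescence signal of 40% or more relative to plate controls, in a single-dose primary screen at 18.75 µM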
MITF TRPM1 inh: MITF TRPM1 promoter inhibition in SK-MEL-5 cells; SK-MEL-5 TRPM1 promoter luciferase, 24 h; inhibition, % at 12.5 µM; hit rate 0.83% among 330,000; AID 488899;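 active means mean inhibition across replicates of 60% or more, whatever share of single replicates reaches that level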; further: values of inactives mirror those of a sister screen read the other way
Starred values were filed as active, the others as inactive; . = no result given. Compounds were not picked by outcome; 3.5% or so of the library scored in one or more.

Second line of a record: NR2E3 ag-1 | NR2E3 ag-2 | aDG glyco up | CaV13 FRET inh | Peg3 promoter | Granule exo inh | iPSC survival up | Vif inh | PDI turbidity | HIF-2a inh | MITF TRPM1 inh
Cc1ccc(S(=O)(=O)Oc2cc(N)c3c(n2)CCC3)cc1
  0 | 0 | -0.1 | -3 | 5 | 3 | -0.3 | 4 | 14 | 13 | -5
CN1CCN(C(=O)c2cc3nc(-c4ccco4)cc(C(F)(F)F)n3n2)CC1
  4 | -7 | 0.1 | -8 | 18 | -2 | -0.4 | -4 | -1 | 22 | -3
CN(C)S(=O)(=O)c1cccc(NC(=O)COC(=O)c2cc(=O)c3ccccc3o2)c1
  2 | 2 | 0.0 | 1 | -12 | -1 | -0.3 | -2 | 3 | 15 | -6
O=C(N/N=C/c1ccc(OC(=O)c2cccs2)cc1)c1cccc(F)c1
  0 | -41 | -0.2 | -7 | -119 | 14 | 2.2 | 5 | -5 | -113 | -28
O=C(NC(=S)Nc1ccccc1Br)c1cccnc1
  -2 | -36 | 0.1 | -3 | -20 | -8 | -0.3 | -1 | 13 | -74 | -4
O=C(Nc1ccc2c(c1)ncn2C1CCCCC1)c1ccco1
  0 | -56 | -0.1 | . | -184 | -2 | -0.9 | 4 | -9 | -181 | -63
CC1=C(C(=O)OCCOC(C)C)C(c2cccc3ccccc23)NC(=O)N1 (configuration not stated)
  -2 | 5 | 0.2 | -10 | 21 | -3 | -0.6 | 0 | 5 | 17 | 10
COc1ccc(/C=C/C(=O)OCC(=O)N2c3ccccc3CC2C)c(OC)c1 (configuration not stated)
  . | -10 | 0.0 | -10 | 4 | -6 | -3.4 | 4 | 6 | -15 | .
C[C@H](CO)N1C[C@H](C)[C@@H](CN(C)Cc2cncnc2)Oc2cc(Br)ccc2S1(=O)=O
  . | -18 | -0.2 | -3 | 17 | -1 | 0.8 | -11 | -1 | 4 | .
CCOc1ccc(C(=O)OCC(=O)N2CCCC2)cc1OCC
  -1 | -13 | -0.1 | -4 | -1 | -8 | 0.6 | 1 | -8 | 9 | 5

The list goes on:
Second line of a record: NR2E3 ag-1 | NR2E3 ag-2 | aDG glyco up | CaV13 FRET inh | Peg3 promoter | Granule exo inh | iPSC survival up | Vif inh | PDI turbidity | HIF-2a inh | MITF TRPM1 inh
CCC/C(O)=C1\C(=O)CC(c2ccccc2)CC1=NCCc1c(C)[nH]c2ccc(C)cc12 (configuration not stated)
  0 | -19 | 0.0 | -6 | 2 | -4 | 0.1 | . | . | 9 | .
O=c1c2ccccc2oc2cc(NCCCN3CCOCC3)ccc12
  10 | -44 | -0.4 | -5 | -315 | 11 | -2.5 | 1 | -3 | -234 | -108
Cc1ccc(C(=O)CCC(=O)Nc2cccnc2)cc1C
  3 | 3 | 0.1 | -5 | 4 | 0 | -2.0 | 6 | 2 | 19 | 0
Cc1ccc(S(=O)(=O)N[C@H](C(=O)OCC(=O)NC(=O)C2CCCCC2)C(C)C)cc1
  . | -18 | 0.2 | -6 | 6 | 1 | -0.5 | 3 | -4 | -2 | 5
Cc1ccccc1NS(=O)(=O)c1ccc(C(=O)N2CCCC2)cc1
  6 | 2 | 0.4 | -7 | 4 | -5 | 1.0 | 5 | 9 | 3 | -3
C[C@H]1CN([C@@H](C)CO)C(=O)CCCn2cc(nn2)CO[C@@H]1CN(C)C(=O)Nc1ccc(N2CCN(C)CC2)cc1
  . | -10 | 0.0 | -5 | 12 | -3 | 0.1 | 6 | -5 | 5 | .
Cc1onc(-c2c(Cl)cccc2Cl)c1C(=O)Nc1ccc(N2CCOCC2)cc1
  -2 | 0 | -0.1 | -6 | 23 | -3 | -0.5 | -1 | 2 | 18 | -3
Cc1cc(N2CCCCC2)nc2c(C)cccc12
  2 | -18 | 0.2 | 2 | 9 | -1 | 0.0 | 7 | -2 | 0 | 1

Nothing new here: entries from further up.
Second line of a record: NR2E3 ag-1 | NR2E3 ag-2 | aDG glyco up | CaV13 FRET inh | Peg3 promoter | Granule exo inh | iPSC survival up | Vif inh | PDI turbidity | HIF-2a inh | MITF TRPM1 inh
O=C(N/N=C/c1ccc(OC(=O)c2cccs2)cc1)c1cccc(F)c1
  0 | -41 | -0.2 | -7 | -119 | 14 | 2.2 | 5 | -5 | -113 | -28
O=C(NC(=S)Nc1ccccc1Br)c1cccnc1
  -2 | -36 | 0.1 | -3 | -20 | -8 | -0.3 | -1 | 13 | -74 | -4
O=C(Nc1ccc2c(c1)ncn2C1CCCCC1)c1ccco1
  0 | -56 | -0.1 | . | -184 | -2 | -0.9 | 4 | -9 | -181 | -63
CC1=C(C(=O)OCCOC(C)C)C(c2cccc3ccccc23)NC(=O)N1 (configuration not stated)
  -2 | 5 | 0.2 | -10 | 21 | -3 | -0.6 | 0 | 5 | 17 | 10
COc1ccc(/C=C/C(=O)OCC(=O)N2c3ccccc3CC2C)c(OC)c1 (configuration not stated)
  . | -10 | 0.0 | -10 | 4 | -6 | -3.4 | 4 | 6 | -15 | .
C[C@H](CO)N1C[C@H](C)[C@@H](CN(C)Cc2cncnc2)Oc2cc(Br)ccc2S1(=O)=O
  . | -18 | -0.2 | -3 | 17 | -1 | 0.8 | -11 | -1 | 4 | .
CCOc1ccc(C(=O)OCC(=O)N2CCCC2)cc1OCC
  -1 | -13 | -0.1 | -4 | -1 | -8 | 0.6 | 1 | -8 | 9 | 5
CCC/C(O)=C1\C(=O)CC(c2ccccc2)CC1=NCCc1c(C)[nH]c2ccc(C)cc12 (configuration not stated)
  0 | -19 | 0.0 | -6 | 2 | -4 | 0.1 | . | . | 9 | .
O=c1c2ccccc2oc2cc(NCCCN3CCOCC3)ccc12
  10 | -44 | -0.4 | -5 | -315 | 11 | -2.5 | 1 | -3 | -234 | -108
Cc1ccc(C(=O)CCC(=O)Nc2cccnc2)cc1C
  3 | 3 | 0.1 | -5 | 4 | 0 | -2.0 | 6 | 2 | 19 | 0
Cc1ccc(S(=O)(=O)N[C@H](C(=O)OCC(=O)NC(=O)C2CCCCC2)C(C)C)cc1
  . | -18 | 0.2 | -6 | 6 | 1 | -0.5 | 3 | -4 | -2 | 5
Cc1ccccc1NS(=O)(=O)c1ccc(C(=O)N2CCCC2)cc1
  6 | 2 | 0.4 | -7 | 4 | -5 | 1.0 | 5 | 9 | 3 | -3

Source: PubChem BioAssay
